Wnt act: Wnt/beta-catenin pathway activators, primary screen, cell-based, plate reader, single point; Wnt/beta-catenin reporter cell assay, activator; activation, % at 9.35 µM; 1.2% of 300,000 active; in the data active means activation above about 30%, passing the limit was not always enough; inconclusive means no clear call, values can overlap the other calls;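 further: 0% = neutral control wells and 100% = positive control wells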
SR-BI DiI-HDL act: activators of SR-BI mediated DiI-HDL uptake, primary screen, ldlA[mSR-BI] CHO cells, DiI fluorescence; 3 h; 100 = double the neutral-control signal; 0.096% of 320,000 active; activation, % at 12.5 µM;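 active means mean replicate activation of at least 60% and every replicate at or above 60%; inconclusive means mean or all-replicate condition met, but not both; inactive means mean below 60% and not all replicates reaching 60%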;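 further: 0% = median plate neutral-control signal and 100% = twice that signal; values of inactives mirror those of a sister screen read the other way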
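System: CHO ldlA[mSR-BI] cells / Medium: HEPES-buffered (25 mM, pH 7.4) F12 plus 0.5% BSA / Probe or stimulus: labelled HDL, 10 µg/mL / Doses: single compound concentration, delivered by pin transfer / Schedule: 3 h, 37 °C / Measured by: DiI fluorescence, bottom read / Measure: cell-associated DiI fluorescence as measure of HDL uptake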
MITF act: activators of MITF-driven TRPM1 promoter reporter, primary screen, cell-based, SK-MEL-5, luciferase, single point; 0.75% of 300,000 active; AID 588334, 2011; SK-MEL-5 TRPM1-promoter luciferase, 24 h; % of positive control, neutral wells = 0; activation, % at 12.5 µM;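 active means mean activation of at least 80% with every replicate also reaching 80%; inconclusive means mean reaches 80% but some replicate falls short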;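 further: 0% = neutral control wells and 100% = parthenolide positive control wells; values of inactives mirror those of a sister screen read the other way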
Tat transport: E. coli Tat export inhibitors, primary screen, MC4100, TorA-mCherry reporter, fluorescence, single point | inhibition, % at 10 µM | 0.036% of 340,000 active;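 active means mean replicate inhibition at least 50% and at least half of replicates individually reaching 50%; inconclusive means only one of the two criteria met; inactive means neither criterion met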;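 further: exported cargo escapes ClpAP degradation while cytoplasmic cargo is degraded and loses fluorescence; 0% = median of neutral control wells and 100% = median of NaSCN control wells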
CAL PDZ FP-1: CAL PDZ peptide-binding inhibitors, primary screen, biochemical, fluorescence polarization, Cer-tagged CAL PDZ, HTS | Golgi-associated PDZ and coiled-coil motif-containing protein (Homo sapiens), Q9HD26 | purified CAL PDZ, TMR-peptide fluorescence polarization, 1 h | inhibition, % at 20 µM | 0.02% of 330,000 active | AID 504414, 2011;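 active means highest replicate inhibition of at least 40%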;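 further: plate controls were DMSO neutral control wells for no effect and unlabeled competitor peptide control wells for full effect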
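material = purified tagged CAL PDZ domain construct (CerCALP) | buffer or medium = sodium phosphate/NaCl buffer pH 7.4 with TCEP, IgG, Thesit | reagent = TMR-labelled reporter peptide T*-PRC34 bound in PDZ groove | incubation = 1 h room-temperature incubation prior to read | measured by = fluorescence polarization (mP) | evaluation = percent inhibition from loss of millipolarization | control set = unlabelled peptide and DMSO controls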
phage Ecoli inh: growth loss of phage-infected E. coli, primary screen, RecBCD inhibitor project, absorbance, with phage, HTS | inhibition, % at 11.9 µM | 0.26% of 360,000 active | AID 651602, 2012; in the data active means inhibition above about 11%
CAL PDZ FP-2: untagged CAL PDZ binding inhibitors, primary screen, biochemical, fluorescence polarization, HTS; Golgi-associated PDZ and coiled-coil motif-containing protein (Homo sapiens), Q9HD26; purified CAL PDZ, TMR-peptide fluorescence polarization, 1 h; inhibition, % at 24.9 µM; 0.92% of 300,000 active; AID 602252, 2012;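 active means mean inhibition of at least 30% with at least half of replicates also reaching 30%; inconclusive means no clear call, values can overlap the other calls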;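 further: 0% = DMSO neutral control and 100% = excess unlabeled competitor peptide PRC23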
SR-BI HDL uptake: inhibitors of SR-BI mediated HDL lipid uptake, primary screen, ldlA[mSR-BI] cells, fluorescence, single point; Scavenger receptor class B member 1 (Mus musculus), Q61009; ldlA[mSR-BI] CHO cells, DiI-HDL uptake fluorescence, 3 h; inhibition, % at 12.5 µM; 0.96% of 320,000 active;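 active means mean replicate inhibition of at least 70% and a set share of replicates each scoring 70 or more; inconclusive means meets just one of the two criteria; inactive means fails both criteria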;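 further: 0% = median of neutral control wells and 100% = median of positive control wells; values of inactives mirror those of a sister screen read the other way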
Target sequence (Q61009 whole entry, looked up): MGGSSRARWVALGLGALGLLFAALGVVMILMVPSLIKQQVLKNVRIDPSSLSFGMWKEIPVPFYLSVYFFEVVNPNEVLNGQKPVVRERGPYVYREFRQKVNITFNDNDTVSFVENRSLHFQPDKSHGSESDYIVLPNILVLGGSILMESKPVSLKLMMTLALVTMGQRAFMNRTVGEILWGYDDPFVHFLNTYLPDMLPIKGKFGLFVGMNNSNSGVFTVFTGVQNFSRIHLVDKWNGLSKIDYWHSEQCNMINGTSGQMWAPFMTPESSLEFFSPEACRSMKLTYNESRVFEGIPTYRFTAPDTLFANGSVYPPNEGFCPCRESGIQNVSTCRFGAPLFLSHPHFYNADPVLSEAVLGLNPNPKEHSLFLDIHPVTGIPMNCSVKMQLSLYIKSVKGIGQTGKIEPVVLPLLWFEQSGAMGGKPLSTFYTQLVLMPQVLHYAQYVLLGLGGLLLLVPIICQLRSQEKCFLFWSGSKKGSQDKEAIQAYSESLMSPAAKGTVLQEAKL
AddAB inh: growth inhibition of E. coli expressing H. pylori AddAB, primary screen, AddAB inhibitor project, absorbance; inhibition, % at 11.9 µM; 0.29% of 330,000 active; in the data active means inhibition above about 12%;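 further: 0% = vehicle wells of infected cells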
E coli growth: E. coli V3065 growth inhibition, primary screen, counter-screen for AddAB inhibitor project, absorbance, OD600 | AID 449728, 2010 | inhibition, % at 11.9 µM | 18 h | 0.27% of 330,000 active;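 active means inhibition above the campaign's mean inhibition across all tested compounds plus 3 SD, cut at about 9.9% in these data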;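 further: uninfected addAB+ strain grown without phage in ampicillin broth; 0% = DMSO wells and 100% = ciprofloxacin 0.95 µg/ml wells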
An asterisk follows results filed as active; ? = inconclusive; · = not tested or not shown.

Screens in order – Wnt act, SR-BI DiI-HDL act, MITF act, Tat transport, CAL PDZ FP-1, phage Ecoli inh, CAL PDZ FP-2, SR-BI HDL uptake, AddAB inh, E coli growth
- CCOc1ccc(OCc2ccc(C(=O)Nc3cccnc3)o2)cc1
  ·, ·, 16, -3, -0.9, 1.6, -2, ·, 1.4, 0.5
- O=C(O)Cc1c[nH]c2ccccc12
  -2, -7, ·, 2, 0.0, 2.0, -1, 7, 5.2, 0.5
- Cc1c(C(=O)N2CCCCC2)c(S(=O)(=O)N2c3ccccc3CC2C)c(C)n1C (centres undefined)
  -1, -2, 7, 4, -1.4, 1.9, -3, 2, 1.4, 0.2
- O=C1C2C3CCC(C3)C2C(=O)N1c1ccc(OS(=O)(=O)c2ccccc2)cc1 (centres undefined)
  34*, -16, 61, 2, 1.4, 2.3, 7, 16, -0.8, 0.7
- CCOC(=O)C1CCN(C(=O)c2cc3ccccc3oc2=O)CC1
  2, ·, -10, 3, -0.9, 3.9, -2, ·, 1.1, 4.8
- CC(C)(C)C(=O)CSc1nc2c(c(-c3cccs3)c1C#N)CCC2
  -3, -24, 6, 5, -2.5, 0.5, 0, 24, -0.2, 2.2
- COc1ccc(/C=[N+](\[O-])C2N(c3ccccc3)C(=S)SC2(C)C)cc1OC (centres undefined)
  4, -9, -8, 5, 0.1, -2.4, -2, 9, 4.0, -0.8
- Nc1nnc(-c2ccc(Cl)cc2)o1
  2, -8, 11, 0, -0.7, 1.0, -2, 8, 2.0, -0.3
- O=C(Cc1ccc(F)cc1)N(c1ccccc1)C1C=CS(=O)(=O)C1 (centres undefined)
  ·, 5, 12, -3, -1.3, -0.6, -10, -5, 1.2, -0.9
- Cc1ccc(-n2nc3c(N4CCC(C(=O)NCCc5ccccc5C)CC4)nnc(C)c3c2C)cc1
  1, -24, -93, -6, -1.0, ·, -2, 24, 1.1, -2.6
- O=C(C1CCC(=O)N1Cc1cccs1)N1CCOCC1 (centres undefined)
  -2, 15, 1, -2, -4.6, 2.4, -1, -15, 3.6, 3.5
- O=C(COC(=O)c1cccc(S(=O)(=O)N2CCCC2)c1)Nc1ccccc1C(F)(F)F
  0, -11, -2, -5, -2.8, 2.7, 1, 11, ·, ·
- CC(C)(C)S(=O)(=O)c1cnc(N2CCCCC2)nc1N
  8, -11, 8, 3, -0.6, 0.4, 50*, 11, 2.2, -1.0
- COc1cc(OC)c(NC(=S)Nc2cc(Cl)cc(Cl)c2)cc1Cl
  0, -66, 0, -3, -1.0, 4.9, 1, 66, -3.9, -2.4
- Cc1ccc(/C=C2/SC(=S)N(CCC(=O)NCCCN3CCOCC3)C2=O)cc1
  7, -32, 22, 2, -0.2, 1.3, ·, 32, 1.5, -2.2
- O=C(/C=C/c1ccc(-c2ccccc2)cc1)NCc1cccnc1
  4, 2, 26, 5, ·, -0.3, -2, -2, 2.5, -1.1
- C=CCNC(=S)N1CCC(C(=O)c2ccc3c(c2)OCCO3)CC1
  -1, -23, -7, -7, -0.7, 4.9, ·, 23, 2.1, 1.4
- COc1ccccc1NC(=O)Nc1nc(CC(=O)NCc2c(F)cccc2F)cs1
  -1, -72, 3, 2, -3.5, 1.8, -3, 72*, 2.5, 3.9
- CC1(C(=O)OCC(=O)Nc2ccc3ccccc3c2)CC1(Cl)Cl (centres undefined)
  3, -4, 31, ?, 0.1, 3.3, -4, 4, 3.0, 0.6
- O=C(c1cccn2c(=O)c3cc(Cl)ccc3nc12)N1CCOCC1
  ·, 7, 10, -11, -1.9, 0.4, ·, -7, 0.3, -3.1
- CCOc1cc(C(=O)NC(=S)Nc2ccc(Cl)c(C(=O)O)c2)cc(OCC)c1OCC
  -3, ·, -3, 0, -3.2, 0.5, -1, ·, -1.2, 0.4
- COc1ccc(C2C(C(=O)Nc3cc(C)on3)c3ccccc3C(=O)N2C)cc1OC (centres undefined)
  1, 3, 7, -10, -0.4, 4.2, -3, -3, 0.9, 0.2
- CCCCOC(=O)CSc1nc2c(c(=O)[nH]c(=O)n2C)n1C/C=C(\C)Cl
  ·, -10, 0, 25, 0.2, 0.0, 1, 10, 7.5, 3.5
- CN(C)S(=O)(=O)c1cccc(C(=O)Nc2ccccc2)c1
  -3, -23, 12, -2, -1.0, 4.7, 1, 23, 4.4, -0.5
- O=C(CC(=O)NCCc1ccccc1)NCCc1ccccc1
  0, 20, -2, -2, -0.2, -0.3, -9, -20, 0.9, -1.6
- CCCC(=O)Nc1sc2c(c1C(=O)Nc1ccccn1)CCCC2
  0, -50, -8, 9, 0.3, -1.9, 0, 50, 0.4, -0.3
- CCOCCCNc1ncnc2c1nc1n2CCCC1
  -2, ·, 4, 4, -0.6, 2.3, -2, ·, ·, ·
- COCCc1nnc(NC(=O)Cc2ccccc2)s1
  0, 20, -8, 1, -0.5, 1.7, -1, -20, 3.0, -0.6
- Cc1ccc(NC(=O)COC(=O)c2cccc(N3C(=O)c4ccccc4C3=O)c2)cc1
  1, 17, 9, -3, 0.7, 3.9, 1, -17, -1.3, -0.2
- O=S(=O)(Nc1cccc(-n2cnnn2)c1)c1cnc(Cl)c(Cl)c1
  2, 7, -11, -1, -3.1, 1.1, -2, -7, 0.9, -0.7
- COc1ccc(NC(=O)CSc2nc3c(c(=O)n2C)SCC3)cc1OC
  0, 1, 1, -3, -1.8, 0.9, -3, -1, 0.8, 0.2
- O=C(CSc1nnc(COc2ccccc2)o1)Nc1nccs1
  -5, 19, 0, 5, 0.6, -2.1, ·, -19, 1.4, -2.9
- CCc1noc(C)c1C(=O)N1CCN(S(=O)(=O)c2ccc(Br)cc2)CC1
  -1, ·, 0, -6, -1.3, 0.1, -3, ·, -2.0, -1.8
- COC(=O)c1cc2oc(C)cc2n1CC(=O)N1CCCc2ccccc21
  -8, -20, 0, -5, -0.8, 1.6, 0, 20, -1.0, -1.4
- Nc1ncnc2c1ncn2[C@@H]1O[C@H](CNCc2ccccc2OCc2ccc(Cl)cc2Cl)[C@@H](O)[C@H]1O
  -1, -7, 9, 0, 0.3, 1.5, -1, 7, 1.5, -2.9
- CCOC(=O)CSc1nc2ccccc2c(=O)n1C1CCCC1
  -13, -11, 2, 0, -0.8, 3.2, -2, 11, 0.3, -3.1
- CCOc1ccc(CNc2cccc(SC)c2)cc1
  -6, 9, -3, 2, -0.4, 3.4, -2, -9, 1.6, -2.1
- O=C(COc1ccc(Cl)cc1)NC1CC1
  5, 7, 15, 16, -0.1, 2.9, 1, -7, ·, ·
- CCn1c(CNc2ccc(Cl)cc2)nnc1SCc1ccccc1
  2, -4, -12, 7, -2.1, -0.6, -2, 4, 0.7, -1.9
- O=C1c2ccccc2C(=O)N1OCc1cccc(Cl)c1
  -3, -12, -6, 2, 1.1, 5.5, 0, 12, 0.6, 1.3
- Cc1ccc(C(C(=O)NCc2ccco2)N(CC2CCCO2)C(=O)Cn2nnc3ccccc32)cc1 (centres undefined)
  ·, 7, -11, -10, -2.2, 2.8, ·, -7, 2.9, -0.8
- O=S1(=O)NC2c3ccccc3CC2O1 (centres undefined)
  -2, 1, -11, -10, -1.6, 0.9, 10, -1, -1.1, 0.8
- CCc1ccc(NC(=O)c2cccc(NC3=NC4CS(=O)(=O)CC4S3)c2)cc1 (centres undefined)
  -1, 26, ·, -3, -2.1, 3.5, 1, -26, -0.5, -1.1
- CC(C)CN(C(=O)c1cccc(F)c1)c1c(N)n(CC(C)C)c(=O)[nH]c1=O
  0, ·, ·, -3, -0.3, -0.1, -4, ·, 2.5, 3.1
- O=C(NCc1ccco1)C(=O)NCC(c1ccco1)N1CCOCC1 (centres undefined)
  1, ·, 2, -7, -0.2, 0.9, -5, ·, 1.9, 0.1
- Cc1cc(=O)oc(C)c1C(=O)N1CCN(c2ccc(F)cc2)CC1
  ·, 3, -2, 5, -1.1, 2.0, 1, -3, -0.8, -2.0
- Cc1cc(C)n(Cc2cccc(C(=O)N/N=C/c3ccncc3)c2)n1
  0, -24, 0, -11, -1.3, 0.6, -3, 24, 1.3, 0.9
- O=C(O)CCC(=O)NNC(=O)c1cccc(Cl)c1
  -1, 7, -4, -2, -0.6, 3.4, -1, -7, -0.3, 2.3
- COC(=O)c1c(/N=C/N(C)C)sc2c1CCN(c1ncc(C(F)(F)F)cc1Cl)C2
  ·, -12, -6, -3, 0.3, 3.1, -2, 12, -1.2, -1.5
- Cc1ccc(NC(=S)NCc2ccc(S(N)(=O)=O)cc2)c(C)c1
  -2, 10, 6, -5, 0.1, 2.7, 0, -10, 3.6, 2.1
- CCOc1ccc2nc(SCC(=O)NCc3ccccc3OC)[nH]c2c1
  -3, -6, -10, 5, -0.3, 0.0, -5, 6, 1.1, -1.8
- CCOC(=O)N1CCC(NC(=O)c2cc3ccccn3n2)CC1
  -8, 18, ·, -8, 0.9, 3.6, -2, -18, -5.1, 1.9
- Cc1[nH]n(-c2c(Cl)cc(Cl)cc2Cl)c(=O)c1C=Nc1ccc(S(=O)(=O)N2CCOCC2)cc1
  ·, 36, 19, -3, -0.4, 2.6, 0, -36, 3.7, -0.8
- CC[C@]12c3[nH]c4ccccc4c3CCN1C(=O)C(CC(=O)NCCCN(C)C)C[C@@H]2C(=O)N1CCN(C(=O)c2ccco2)CC1 (some centres undefined)
  -1, -8, 5, 9, -0.5, 0.9, -2, 8, 0.3, -3.6

Assay outcomes deposited in PubChem by several laboratories.
